Assay outcomes (PubChem BioAssay)
USP2a block: inhibitors of human ubiquitin-specific protease USP2a; Potency, µM (series often up to 38.3 µM), for the others: at the highest dose activity change, negative = inhibition, most hits filed as inhibitors; USP2 core, Ub-CHOP2 coupled fluorogenic reporter, 485/531; O75604; AID 463254; 0.01% of 330,000 active;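 also: potency is read from the fitted curve at half-maximal effect; plate controls were DMSO wells for no effect and full inhibition by NEM control for full effect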
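USP2 core (10nM final) preincubated 30min RT with compound in 20mM Tris-HCl pH 8.0, 2mM CaCl2, 2mM beta-mercaptoethanol, 0.05% CHAPS; 25nM Ub-CHOP2 plus 25nM reporter substrate added, fluorescence (Ex485/Em531) read after 60min.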
ELG1 repair inh: ELG1-dependent DNA repair inhibition. HEK293T ELG1-luciferase reporter, luminescence, 16 h; DNA damage induced by 5-fluorouridine. Potency, µM (doses to about 46.1 µM), without a hit: at the top dose activity change, negative = inhibition, usual class: inhibitors. 2.3% of 330,000 active. AID 504467; also: potency is read from the fitted curve at half-maximal effect; % is scaled to controls: 0 for no effect and ±100 for the full control effect; nearly all actives have a fitted effect of over 55% in size
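Reporter activity after DNA damage by 5-fluorouridine is monitored. Compound-treated cells incubate 16 hr at 37 °C, then ONE-Glo is added for 30 min before luminescence reading.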
Chronic BCR inh: blocks chronic active B-cell receptor signaling; ABC-DLBCL IkBa-CBG/CBR reporter, luminescence ratio, 4 h; Potency, µM (titrated, usually from 46.1 µM), inactives show at the top dose ratio change, negative = lower green/red ratio, hits mostly inhibitors; 0.05% of 340,000 active; active = well fitted inhibition curve with a large enough effect in the signal ratio, with a control signal flat, not every such curve was filed as active; inconclusive = small, poorly fitted or top-dose-only effect, or effect the other way, or a change in a side signal; the % refers to the signal ratio;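 also: potency is read from the fitted curve at half-maximal effect; plate controls were basal doxycycline-induced cells for no effect and cells given 10 µM MG132 for full effect; MG132 reads +100%, hits lower the ratio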
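TMD8 human ABC-DLBCL cells with doxycycline-inducible IκBα–green luciferase fusion and unfused red luciferase, in 0.5% FBS medium; compounds up to 46 uM, 4 h at 37C. Green/red luminescence ratio, filter-overlap corrected, fitted to concentration-response curves.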
B2AR arrestin: beta2AR (human) beta-arrestin recruitment activity; beta-arrestin recruitment to beta2AR, cell-based reporter; Potency, µM (highest dose often 46.1 µM), inactives show at the top dose activation, usual class: activators; 0.02% of 330,000 active;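 also: potency is read from the fitted curve at half-maximal effect; 0% = DMSO controls and full agonism = EC100 isoproterenol or metaproterenol; nearly all actives have a fitted effect of over 65% in size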
uPA surface inh: cell surface uPA generation inhibition | cell surface uPA generation assay, qHTS | Potency, µM (series often up to 38.3 µM), for the others: at the top dose activity change, negative = inhibition, usual class: inhibitors | 0.31% of 330,000 active | AID 540303; active = well fitted inhibition curve with a large enough effect; inconclusive = small, poorly fitted or top-dose-only effect; inactive = no such curve, though single readings can be large or run the other way; tested in mouse RAW 264.7 cells; also: potency is read from the fitted curve at half-maximal effect; % is scaled to controls: 0 for no effect and ±100 for the full control effect; nearly all actives have a fitted effect of over 55% in size
Mito fusion yeast: blocks mitochondrial division or promotes mitochondrial fusion | AID 485298 | Potency, µM (doses to about 46.1 µM), for inactives: at the top dose growth rescue (activation), usual class: activators | S. cerevisiae fusion-defective mutant growth rescue, CellTiterGlo 48 h | 0.23% of 320,000 active;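 also: potency is read from the fitted curve at half-maximal effect; % of control where 0% means no effect; nearly all actives have a fitted effect of over 45% in size; temperature-sensitive fusion mutants such as fzo1-1 at 37 °C on non-fermentable ethanol glycerol medium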
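Read-out: ATP-based luminescence (CellTiterGlo, 10 min ambient) reporting growth of fusion-defective ts yeast after 48 hours at 37C on glycerol/ethanol YPEG medium in the presence of compound.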
TCR activator: T cell receptor activation. primary human leukocytes, anti-CD3, IL-2 HTRF, 48 h. Potency, µM (top dose mostly 9.22 µM), for inactives: at the top dose activation of IL-2 secretion, most hits filed as activators. 330,000 tested, under 10 active. AID 504894; also: % of control where 0% means no effect
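Primary human leukocytes were stimulated with a-CD3 beads plus compounds for 48 hr without co-stimulation; secreted IL-2 was quantified by HTRF using a-IL-2-K (europium cryptate) and a-IL-2-d2, excited at 320nm with acceptor emission read at 665nm.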
TSHR antag: human thyrotropin receptor antagonism. 0.2% of 330,000 active. TSHR-expressing cells, TSH-stimulated cAMP HTRF, 2 h; stronger effect = lower value. activity change, negative = inhibition, % at 11.5 µM;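 active = activity change below a set negative limit, meaning inhibition stronger than a set level, cut at about -70% in these data; inconclusive = activity change between two set negative limits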; also: % is scaled to controls: 0 for no effect and ±100 for the full control effect
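Antagonism was scored as loss of TSH-driven cAMP in TSHR cells, stimulated with 4nM TSH (EC80) for 2 hours at 37 deg C and detected by homogeneous HTRF competition immunoassay.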
Eya2 phos inh: inhibitors of human Eya2 phosphatase activity; O00167; recombinant Eya2, OMFP fluorescence dephosphorylation (OMFP is methylfluorescein phosphate); Potency, µM (doses to about 76.9 µM), without a hit: at the top dose activity, negative = inhibition, usual class: inhibitors; 0.006% of 330,000 active; AID 488837; also: potency is read from the fitted curve at half-maximal effect; % is scaled to controls: 0 for no effect and ±100 for the full control effect
Target sequence (O00167 whole entry, looked up): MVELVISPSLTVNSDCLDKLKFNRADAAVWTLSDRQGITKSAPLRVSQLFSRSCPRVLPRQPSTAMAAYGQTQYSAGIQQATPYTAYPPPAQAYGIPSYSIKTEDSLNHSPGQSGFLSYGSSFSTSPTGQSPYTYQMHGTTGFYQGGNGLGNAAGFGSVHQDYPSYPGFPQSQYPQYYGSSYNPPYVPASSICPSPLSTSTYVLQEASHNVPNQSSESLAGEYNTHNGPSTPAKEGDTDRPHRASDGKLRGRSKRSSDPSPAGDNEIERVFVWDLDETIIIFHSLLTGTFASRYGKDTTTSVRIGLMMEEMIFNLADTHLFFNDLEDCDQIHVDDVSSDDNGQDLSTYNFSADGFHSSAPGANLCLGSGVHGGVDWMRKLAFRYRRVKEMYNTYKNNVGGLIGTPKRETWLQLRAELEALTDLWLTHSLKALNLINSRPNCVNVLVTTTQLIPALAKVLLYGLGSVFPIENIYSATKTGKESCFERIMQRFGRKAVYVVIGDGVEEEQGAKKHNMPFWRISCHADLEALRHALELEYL
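Eya2 (0.2 uM) preincubated 10 min at ambient with compound, then OMFP substrate added at 50 uM; 10 min reaction in 50 mM HEPES pH 7.5, 50 mM NaCl, 5 uM MgCl2, 0.05% BSA, 1 mM DTT. Fluorescence read at Ex 485/Em 525 nm.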
TSG101-PTAP inh: blocks PTAP/TSG101 interaction to inhibit HIV-1 budding. Q99816. Fluorescence polarization, FITC-PTAP peptide / Tsg101 binding. Potency, µM (titrated, usually from 115 µM), without a hit: top-dose activity change, negative = inhibition, usual class: inhibitors. 340,000 tested, under 10 active; active = well fitted inhibition curve with a large enough effect in the main read-out, with a control signal flat, not every such curve was filed as active; inconclusive = small, poorly fitted or top-dose-only effect, or effect the other way, or a change in a side signal; inactive = no such curve, though single readings can be large or run the other way; also: potency is read from the fitted curve at half-maximal effect; % of control where 0% means no effect
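Tsg101 binding domain (10 uM final) was mixed with compound and a FITC-labeled PTAP peptide (50 nM final) in HEPES pH 7.5 buffer with NaCl, Tween 20, EDTA and TCEP; fluorescence polarization was read after 20 min at r.t.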
Tb PFK inh: inhibitors of T. brucei phosphofructokinase | O15648 | T. brucei PFK, ADP-Glo luminescence | Potency, µM (top dose mostly 57.5 µM), for inactives: top-dose activity, negative = inhibition, actives largely listed as inhibitors | 0.17% of 330,000 active;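 also: potency is read from the fitted curve at half-maximal effect; 0% = uninhibited 1x PFK enzyme wells and -100% = no-enzyme wells; nearly all actives have a fitted effect of over 60% in size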
Target sequence (O15648 whole entry, looked up): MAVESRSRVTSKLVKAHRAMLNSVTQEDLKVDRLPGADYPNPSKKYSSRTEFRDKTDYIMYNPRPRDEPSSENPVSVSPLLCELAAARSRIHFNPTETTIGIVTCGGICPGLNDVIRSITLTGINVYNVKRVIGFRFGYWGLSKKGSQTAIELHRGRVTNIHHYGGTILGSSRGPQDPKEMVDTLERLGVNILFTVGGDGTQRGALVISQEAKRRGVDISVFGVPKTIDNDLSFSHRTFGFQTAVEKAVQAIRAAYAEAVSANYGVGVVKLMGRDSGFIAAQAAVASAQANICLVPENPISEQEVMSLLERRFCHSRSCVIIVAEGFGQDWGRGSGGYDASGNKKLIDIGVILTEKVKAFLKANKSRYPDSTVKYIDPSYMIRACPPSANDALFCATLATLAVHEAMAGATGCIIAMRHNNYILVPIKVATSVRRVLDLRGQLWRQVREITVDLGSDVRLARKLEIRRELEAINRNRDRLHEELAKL
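1.25 nM PFK with 0.5 mM F6P and 0.1 mM ATP in 0.1 M TEA pH 8.0, 5 mM MgCl2, incubated 45 min at room temperature; ADP measured by ADP-Glo luminescence; compounds titrated up to 57 uM.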
Numbers without * were called inactive; ? = inconclusive; . = not tested or not shown; & = joins results of further samples; [ ] = dose if it differs, or a comment. Unless noted, calls follow the shape of the dose curve; as a rule, active = well fitted curve in the direction sought with a large enough effect; inconclusive = small, poorly fitted or top-dose-only effect, or another doubt; inactive = no such curve, though single readings can be large; an effect the other way counts as inactive or inconclusive. This is a subset. The share of hits here may be higher or lower than overall.

SMILES	USP2a block	ELG1 repair inh	Chronic BCR inh	B2AR arrestin	uPA surface inh	Mito fusion yeast	TCR activator	TSHR antag	Eya2 phos inh	TSG101-PTAP inh	Tb PFK inh
C[C@]12CCC3[C@@H](CCC4=CC(=O)CC[C@@]43CO)C1CCC2=O (stereo partly specified)	0%	0%	-3%	-0.2%	-13%	1%	-2%	4	8%	-1%	6%
CNC(=O)ON(C(=O)NC)C1N(C)C(=S)SC1(C)C (stereo unspecified)	-3%	25%	8%	-0.3%	-6%	4%	1%	16	-4%	-1%	0%
Cc1nc2ccc(Cl)cc2c(=O)n1-c1ccccc1Cl	0%	-23%	-3%	0.2%	-6%	1%	.	-12	-4%	-2%	-3%
O=C(COc1ccc2ccc(=O)oc2c1)N1C[C@H]2C[C@@H](C1)c1cccc(=O)n1C2	-2%	-19%	-25%	-0.6%	-6%	-2%	4%	-7	-7%	-3%	-1%
O=C(COc1ccc(Br)cc1)N1CCN(C2CCCC2)CC1	1%	8%	14%	0.1%	-7%	4%	5%	0	-29%	-2%	-9%
Cc1ccc(N2C(=O)NC(=O)/C(=C\c3cnc(-c4ccccc4)nc3)C2=O)cc1	1%	15%	?	-0.1%	1%	-1%	1%[46.1 µM]	-7	-5%	-12%	-2%
C[n+]1ccc(-c2ccccc2)c2ccccc21	7%	2%	-5%	-0.9%	?	4%	3%	3	8%	-6%	0%
O=C(Cc1ccc(S(=O)(=O)N2CCCC2)s1)N1CCN(c2ccc(F)cc2)CC1	0%	?	-2%	-0.2%	-1%	-3%	-7%	-10	-2%	0%	-28%
O=c1cccc2n1CC1CC2CN(c2ncnc3c2cnn3-c2ccccc2)C1 (stereo unspecified)	0%	?	-1%	-0.5%	0%	1%	-1%	7	8%	-5%	-1%
CN(C)CCN=Cc1c(O)n(C2CCCCCC2)c(=O)[nH]c1=O	-3%	-1%	1%	0.3%	-6%	1%	-14%	1	-3%	0%	2%
CCN1C(=O)CC(c2cccnc2)=Nc2ccccc21	1%	-7%	5%	0.1%	7%	-1%	2%	2	-5%	-5%	0%
O[C@@H]1CCCC[C@H]1N1CCC(c2ccccc2)CC1	-1%&2%	-4%	7%&-20%	-0.3%&0.2%	-2%	-3%&-2%	-8%	-8&-6	-2%&6%	0%	-5%&-2%
CCOP(=O)(OCC)C(O)c1cccc([N+](=O)[O-])c1 (stereo unspecified)	3%	-9%	0%	-0.2%	-1%	5%	1%	13	5%	1%	1%
Cn1c(O)c(/C=N/NC(=O)c2ccncc2)c(=O)n(C)c1=S	0%	1%	?	0.1%	3%	3%	-4%	-6	?	19%	10%
O=C(NCCN1CCOCC1)c1ccc(Cl)nc1Cl	2%	14%	3%	0.0%	0%	-4%	-5%	-3	8%	-1%	0%
CCOC(=O)c1sc(N=Nc2c(O)[nH]c(=O)[nH]c2=O)c(C(=O)OCC)c1C	1%	-2%	2%	-1.7%	.	-2%	-1%[46.1 µM]	-5	1%	.	0%
Cc1c(N)cccc1N	11%	?	1%	0.0%	3%	0%	8%	-5	17%	1%	-1%
O=C1Nc2ccc(Br)cc2C(c2ccc(Cl)cc2)=NC1O (stereo unspecified)	1%	0%	-17%	0.1%	9%	0%	-7%	-2	-6%	-9%	0%
CN(C)C(=O)Oc1ccc(OC(=O)N(C)C)cc1	-2%	?	1%	-1.6%	-7%	-1%	7%	-10	16%	-9%	-2%
COc1ccccc1CN1CCCCC1c1cccnc1 (stereo unspecified)	0%	17%	6%	-0.3%	.	-1%	-4%	-9	-30%	-2%	-8%
Cc1nn(C(C)(C)C)c(C)c1/C=N/OC(=O)Nc1ccc(Cl)cc1	1%	?	-2%	-0.6%	-16%	9%	2%	-3	-24%	0%	1%
COCCn1c(O)c(/C=N/NC(=O)CSC(=S)N2CCCC2)c(=O)[nH]c1=S	6%	-12%	-4%	-0.6%	?	6%	8%	61	16%	-1%	4%
O=C(CCC(=O)N1C[C@H]2C[C@@H](C1)c1cccc(=O)n1C2)NCc1ccc(F)cc1	2%	?	-9%	-0.8%	2%	-4%	-4%	2	-2%	1%	-2%
CC(C)CC(NC(=O)C1CCCCC1)C(=O)N1CCC2(CC1)OCCO2 (stereo unspecified)	3%	3%	5%	0.4%	.	-1%	1%	4	6%	4%	-3%
CN1C(=O)NC(=O)/C(=C/c2ccc([N+](=O)[O-])o2)C1=O	5%	18%	12%	0.8%	1%	-2%	2%	-4	-3%	1%	?
COc1cc2c(cc1OC)-c1c(OC)c(OC)cc3ccnc(c13)C2=O	-2%	?	?	-1.8%	?	5%	6%	13	7%	4%	-1%
COC(=O)[C@@H]1[C@@H](C(=O)OC)C2(c3ccccc3-c3ccccc32)N(c2ccc(Cl)cc2)N1C#N	1%	?	?	-0.8%	-11%	20%	-2%[46.1 µM]	-33	4%	-5%	-1%
CCCCn1c(O)c(C(CC)=NCc2cc(OC)cc(OC)c2)c(=O)[nH]c1=O	2%	16µM*	?	0.9%	.	0%	0%	-6	-31%	-4%	0%
O=c1c2cc([N+](=O)[O-])ccc2nc(CN2CCOCC2)n1-c1ccccc1F	8%	-1%	16%	-0.3%	.	-1%	.	-47	-12%	.	5%
N#Cc1ccccc1Cn1cc(C(=O)c2ccccc2F)c2ccccc21	1%	?	0%	2.5%	-24%	-14%	-2%[46.1 µM]	7	5%	-2%	1%
CC(C)c1ccc(/C=C2\SC(=S)N(CCC(=O)N3CCCCC3CCO)C2=O)cc1 (stereo unspecified)	-2%	?	?	-0.3%	?	-8%	2%	-29	4%	-8%	1%
CCCCn1c(NC(=O)c2ccc(Br)o2)c(C(=O)OCC)c2nc3ccccc3nc21	5%	?	?	0.4%	-2%	8.9µM*	-3%	1	7%	-4%	4%
O=C(COc1ccccc1)N1CCN(C2CC3CCC2C3)CC1 (stereo unspecified)	7%	0%	-5%	0.1%	-4%	4%	4%[46.1 µM]	6	1%	-5%	-1%
c1ccc2c(N3CCNCC3)nsc2c1	1%	?	?	-1.6%	-12%	-2%	12%	-4	3%	1%	-3%
O=C(c1cn(Cc2ccccc2)c2ccccc12)N1CCCCC1	0%	5%	2%	-0.1%	10%	-3%	-1%	-6	-15%	0%	-4%
N#CC(C#N)=Cc1ccc(-c2ccccc2F)o1	2%	7%	3%	-0.8%	1%	-7%	-2%	2	16%	?	-5%
CN(C)C(=O)Oc1noc2cc(Cl)ccc12	0%	7%	?	0.5%	-4%	9%	-28%	-4	-4%	-3%	-3%
CCCCOc1ccc(CN2CCN(CCO)CC2)cc1	-3%	19%	?	0.1%	.	1%	0%	-7	-4%	-4%	5%
CN(C)c1ccc(C(=O)NN2C(=O)c3ccccc3C2=O)cc1	2%	12%	?	0.0%	2%	?	-2%	0	0%	-3%	-1%
CC(c1ccccc1)n1cncc1C(=O)N1CCCC1=O (stereo unspecified)	1%	-9%	3%	-0.4%	.	2%	-18%	0	0%	-1%	-7%
CCOc1ccc(N2C(=O)CC(=O)NC2=O)cc1	2%	?	1%	-0.4%	3%	-1%	.	-2	10%	-4%	-2%
COC(=O)C1=Nc2ccccc2/C1=C\c1c(O)n(-c2ccc(OC)cc2)c(=O)[nH]c1=O	-2%	-1%	?	-0.4%	6%	2%	.	30	10%	-4%	-3%
O=C(O)C(Cc1cnc[nH]1)NS(=O)(=O)c1ccc(Cl)cc1 (stereo unspecified)	0%	8%	6%	0.3%	4%	1%	0%[46.1 µM]	3	6%	0%	1%
O=C(COc1ccc(Cl)cc1Cl)Nc1cccnc1	-1%	?	?	0.2%	1%	4%	-4%	-11	15%	6%	?
O=C1CC(=O)N(Cc2ccccc2)C(=S)N1	2%	3%	-10%	-0.5%	1%	-8%	2%	8	12%	-3%	7%
CC(C)C/C(=N/O)c1c[nH]c2ccccc12	0%	13%	-15%	0.0%	8%	4%	-1%	1	9%	-4%	2%
CCOC(=O)c1c(C)n(Cc2ccccc2)c2ccc(OCC(O)CN3C(=O)CNC3=O)cc12 (stereo unspecified)	-6%	?	-11%	0.0%	1%	-3%	-9%	7	-10%	2%	-1%
CC[N+]12CCC(CC1)C(=C(c1ccccc1)c1ccccc1)C2	3%	9%	?	-1.6%	-7%	-2%	0%[46.1 µM]	47	-1%	0%	1%
